CHO-K1 Ca ag = counter-screen for M1 agonists: effect in parental CHO-K1 cells; activation, % at 3 µM; AID 602248, 2012; Fluo-8 calcium fluorescence; scaled to maximal ATP response, vehicle zero; 360,000 compounds, 0.48% hits; in the data active means activation above about 15%;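 further: untransfected CHO-K1 host cells lacking M1 receptor as counterscreen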
TAAR1 ag = human TAAR1 agonists, primary screen, Fluo-8 calcium fluorescence, CHO RD-HGA16 cells. Trace amine-associated receptor 1 (Homo sapiens), Q96RJ0. vehicle wells 0%, saturating PEA agonist 100%. activation, % at 3 µM. 360,000 compounds, 0.99% hits;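 active means activation above the mean activation of all test compounds in the run plus 3 SD, cut at about 38% in these data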
Target sequence (Q96RJ0 whole entry, looked up): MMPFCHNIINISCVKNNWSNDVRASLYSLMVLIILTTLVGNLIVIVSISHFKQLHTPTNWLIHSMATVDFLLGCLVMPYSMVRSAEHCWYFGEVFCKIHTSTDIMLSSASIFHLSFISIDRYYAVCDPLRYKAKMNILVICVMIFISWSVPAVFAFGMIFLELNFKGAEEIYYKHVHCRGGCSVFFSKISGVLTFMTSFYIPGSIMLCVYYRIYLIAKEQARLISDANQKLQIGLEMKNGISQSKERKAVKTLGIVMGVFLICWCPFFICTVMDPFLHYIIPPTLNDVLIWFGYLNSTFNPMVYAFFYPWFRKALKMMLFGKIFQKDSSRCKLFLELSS
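Assay system: CHO-derived RD-HGA16 cells with stable Gα16 and human TAAR1; timing: 17-24 h seeding, 75 min 37 °C dye, 30 min RT; read-out: % activation from peak over basal fluorescence ratio, DMSO-to-PEA scaled; measured by: kinetic Fluo-8 calcium fluorescence; benchmarks: low control DMSO, high control PEA (EC100); doses: 3 µM single concentration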
CHRM1 agonist = human M1 muscarinic receptor agonists, primary screen, Fluo-8 calcium fluorescence, CHO-K1 cells, HTS | activation, % at 3 µM | CHO-K1 hM1, agonist mode; 0% DMSO, 100% acetylcholine EC100 | 360,000 compounds, 0.33% hits;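 active means activation above the run's mean compound activation plus 3 SD, cut at about 16% in these data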;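 further: peak over basal fluorescence ratio within a 140 s kinetic read after compound addition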
Target sequence (P11229 whole entry, looked up): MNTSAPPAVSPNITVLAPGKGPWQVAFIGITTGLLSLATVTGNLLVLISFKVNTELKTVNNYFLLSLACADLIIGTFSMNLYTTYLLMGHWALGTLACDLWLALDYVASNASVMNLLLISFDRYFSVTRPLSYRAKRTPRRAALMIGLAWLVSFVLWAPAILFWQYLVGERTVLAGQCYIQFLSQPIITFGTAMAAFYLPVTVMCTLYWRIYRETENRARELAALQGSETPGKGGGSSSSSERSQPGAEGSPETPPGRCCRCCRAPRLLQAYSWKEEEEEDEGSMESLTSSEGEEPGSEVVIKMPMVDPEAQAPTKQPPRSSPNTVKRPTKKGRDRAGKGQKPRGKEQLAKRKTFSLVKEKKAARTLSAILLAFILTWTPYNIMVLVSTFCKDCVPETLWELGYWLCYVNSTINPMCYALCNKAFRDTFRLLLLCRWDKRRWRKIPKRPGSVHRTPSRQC
CHO parental Ca = ATP-evoked calcium signal inhibitors, parental CHO, primary screen, counter-screen for OX1R antagonist project, cell-based, fluorescence, Fluo-8 calcium dye. parental CHO-K1, ATP-induced calcium, Fluo-8 fluorescence. inhibition, % at 5.6 µM. 330,000 compounds, 0.63% hits;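 active means inhibition above that plate's mean sample inhibition plus 3 SD, cut at about 26% in these data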;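 further: 0% = ATP-challenged DMSO wells and 100% = DMSO wells without ATP; some compounds past the cut are filed as inactive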
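Test system: untransfected parental CHO cell line. Compound: one dose, 5.6 µM nominal. Detection: intracellular calcium via Fluo-8 no-wash fluorescent dye. Measure: % inhibition. Benchmarks: ATP-challenged DMSO wells low, unchallenged DMSO wells high.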
OXTR potentiate = human OXTR potentiators, primary screen, fluorescence, CHO-OTR cells, Fluo-8 calcium; Oxytocin receptor (Homo sapiens), P30559; 320,000 compounds, 0.061% hits; AID 2445, 2010; activation, % at 3 µM; Fluo-8 calcium fluorescence, potentiator mode; 0% = oxytocin EC15, 100% = EC100;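 active means activation above that plate's cutoff, the mean activation of tested compounds plus 3 SD, cut at about 6.6% in these data, passing the limit was not always enough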;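 further: 100% uses oxytocin at 75 nM as the full agonist control; some results filed as inactive read as strong as hits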
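Replication – single well per compound, singlicate · Assay system – CHO cell line stably expressing human OTR · Timing – 6 min pre-incubation, 100 s read · Measure – normalized max/min fluorescence ratio, % activation · Doses – 3.0 µM, one dose · Detection – Fluo-8 calcium dye fluorescence · Probe or stimulus – oxytocin near EC15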
CHO-K1 Ca antag = counter-screen for M1 antagonists: effect in parental CHO-K1 cells | 360,000 compounds, 0.6% hits | AID 602250 | ATP-induced calcium, Fluo-8 fluorescence | inhibition, % at 3 µM;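 active means inhibition above a per-plate cutoff, the plate's mean sample inhibition plus 3 SD, cut at about 24% in these data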;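 further: 0% = DMSO plus EC80 ATP and 100% = DMSO alone without ATP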
TAAR1 antagonist = human TAAR1 antagonists, primary screen, Fluo-8 calcium fluorescence, CHO RD-HGA16 cells; antagonist; inhibition, % at 3 µM; 360,000 compounds, 1.5% hits; AID 624466, 2012;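 active means inhibition above a per-plate cutoff, the mean inhibition of test compounds on that plate plus 3 SD, cut at about 49% in these data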;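 further: 0% = DMSO plus EC80 beta-PEA response and 100% = DMSO alone without agonist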
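System: CHO RD-HGA16 cells bearing hTAAR1. Reagent: EC80 β-phenethylamine stimulus. Schedule: seeding 17-24 h prior, 75-min 37 °C, 30-min RT dye loading. Signal: Fluo-8 intracellular calcium dye fluorescence, real-time kinetic reads. Read-out: % inhibition from peak post-agonist over basal fluorescence ratio. Benchmarks: vehicle wells and EC80 agonist wells. Replicates: n of 1.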
M1 antag = human M1 muscarinic receptor antagonists, primary screen, CHO-K1 cells, Fluo-8 calcium fluorescence, 1536-well; Muscarinic acetylcholine receptor M1 (Homo sapiens), P11229; inhibition, % at 3 µM; 360,000 compounds, 1.3% hits; CHO-K1 hM1, ACh EC80 antagonist;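 active means percent inhibition above its own plate's cutoff, namely the mean of that plate's compound wells plus 3 SD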;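 further: peak over basal fluorescence ratio during 140 s after agonist addition; 0% = ACh EC80 plus DMSO and 100% = DMSO alone without agonist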
M1 PAM parental = nonselective calcium activators in parental CHO-K1 cells, primary screen, counter-screen for M1 PAM project, cell-based, Fluo-8 calcium fluorescence, full deck, 1536-well; activation, % at 3 µM; 360,000 compounds, 0.02% hits; ATP EC20; 0% at ATP EC20, 100% at ATP max;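 active means activation above the run cutoff, the mean activation of all test compounds plus 3 SD, cut at about 40% in these data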;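 further: peak over basal fluorescence ratio in a 140 s read after ATP addition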
* marks the source's active call; other numbers are inactive results; . = no result given. No enrichment for hits; overall some 4.2% were active at least once.

SMILES	CHO-K1 Ca ag	TAAR1 ag	CHRM1 agonist	CHO parental Ca	OXTR potentiate	CHO-K1 Ca antag	TAAR1 antagonist	M1 antag	M1 PAM parental
CCn1c(SC(C)C)nnc1-c1cc(-c2ccccc2)sc1N	-0.2	5	-5	-17	-5	28*	28	3	-9
O=C(Nc1ccc(F)cc1)c1cccc2c1C(=O)N(Cc1ccccn1)C2	0.6	1	-3	-12	-19	-9	5	-5	20
CC(=O)Nc1cccc(C(=O)OCC(=O)NNC(=O)c2cccs2)c1	0.3	3	1	13	4	0	-11	0	-6
COC(=O)c1cnc(SCc2ccc([N+](=O)[O-])cc2)n1C	-0.1	-1	-9	-20	0	-3	-18	-14	-5
COc1ccccc1/C=C/C=c1\sc2nc(=O)c(Cc3ccccc3)nn2c1=O	0.6	0	-3	-21	-3	12	-5	-4	-20
C/C(=N\N=C(/C)c1cccc(N)c1)c1cccc(N)c1	0.9	10	-2	-9	-1	-9	-20	-17	11
Fc1ccccc1NC(=S)NCCc1ccccc1	-0.3	56*	-5	3	-11	-6	6	-9	6
C=CCn1c(N)c(C(=O)Nc2ccc(C)cc2)sc1=S	-0.1	62*	-3	-7	-10	5	40	-22	10
Cc1cc(N2CCOCC2)ccc1/C=C\[N+](=O)[O-]	10	13	3	13	-2	10	16	19	14
COc1ccc(CC(=O)Nc2ccc3c(c2)CCC3)cc1S(=O)(=O)N1CCOCC1	1.8	2	-3	1	-9	8	21	6	-1
COc1ccc2oc(C(=O)OCC(=O)N3CCN(C(C)=O)CC3)c(C)c2c1	1.1	2	-3	-1	0	-11	-4	-4	11
Cc1cccc(NC(=O)CN(C)C(=O)C2CC2)c1C	-0.2	3	-2	-10	4	-13	-12	-7	13
O=C(CSc1ccc(-c2ccc(F)cc2)nn1)NCCc1ccccc1	-0.4	2	-5	-3	-1	13	-27	7	-6
Cc1onc(-c2ccccc2Cl)c1C(=O)N1CCN(c2nc3ccccc3s2)CC1	1.6	10	1	-11	-14	-14	6	-15	19
Cc1cc(=O)[nH]c(N/N=C/c2c(C)nn(-c3ccc(F)cc3)c2Cl)n1	-0.3	1	-3	-16	-10	-24	3	-13	12
N#Cc1nc(-c2ccccc2F)oc1NCc1ccccc1	-0.1	-2	-5	-3	-5	-2	-3	-4	6
CC(CNS(=O)(=O)c1ccccc1)Sc1nncn1C (stereo not drawn)	1.4	2	-2	-4	-2	-8	-14	-9	3
COc1ccc(S(=O)(=O)N2CCOCC2)cc1NC(=O)COc1ccc2c(C)cc(=O)oc2c1	0.2	13	-2	-13	-6	-11	-24	-2	3
CC(=O)Nc1ccc(C(=O)NCC(c2ccco2)N(C)C)cc1 (stereo not drawn)	0.6	4	-5	-18	0	-9	-33	-3	-8
CC(C)Cc1nnc(NC(=O)Nc2ccccc2)s1	4.6	32	4	1	-10	-5	0	-11	-9
O=C(NCC(=O)N(c1ccccc1)C(C(=O)NCC1CCCO1)c1ccccc1)c1ccco1 (stereo not drawn)	2.9	13	-1	-21	-12	0	24	-8	4
CCc1ccc2c(CN3CCc4cc(OC)c(OC)cc4C3)cc(=O)oc2c1	0.3	3	-10	-10	2	-5	7	0	16
Cc1ccc(N/N=C(\C#N)C(=O)c2ccsc2)cc1	7.7	0	3	-10	-12	2	-36	-5	4
Cc1cc(C)cc(NC(=O)CN2CCN(CCN=CC3=C(O)CC(c4ccc(Cl)cc4)CC3=O)CC2)c1 (stereo not drawn)	2.3	7	-9	-18	-3	-13	10	-7	14
Cc1ccc(S(=O)C(c2ccccc2)c2ccccc2)cc1 (stereo not drawn)	-1.0	4	-4	.	.	-5	-29	2	5

New compounds follow
SMILES	CHO-K1 Ca ag	TAAR1 ag	CHRM1 agonist	CHO parental Ca	OXTR potentiate	CHO-K1 Ca antag	TAAR1 antagonist	M1 antag	M1 PAM parental
Cc1cccc(CC(=O)NCC(=O)NCc2cc(=O)n(C)c(=O)n2C)c1	2.3	3	-3	9	-2	-21	-22	-7	22
CC(Oc1ccc2oc3ccccc3c2c1)C(=O)NC12CC3CC(CC(C3)C1)C2 (stereo not drawn)	-0.2	9	-5	-48	-9	-11	-31	-9	23
Cc1ccc(NC(=O)Cn2nnc(-c3ccc4c(c3)OCO4)n2)cc1F	0.1	13	-3	16	-2	-5	-3	3	4
CSCCC(NS(=O)(=O)c1cccc(C(F)(F)F)c1)C(=O)N(C)Cc1ccc2c(c1)OCCO2 (stereo not drawn)	5.0	7	-1	-4	-9	11	37	38*	-15
COc1cc(OC)cc(C(=O)NN2CCOCC2)c1	0.3	0	-1	-5	-13	-10	0	-11	3
Cc1c(Cc2ccccc2)c(=O)oc2cc(OCC(N)=O)ccc12	0.6	11	-10	3	-1	-1	8	-3	17
NC(=O)c1ccc(NCCc2ccccc2)c([N+](=O)[O-])c1	6.6	2	-3	0	-4	-13	-1	-4	20
Cc1ccc(C)c(N2CCN(C3CCCC(C)C3)CC2)c1 (stereo not drawn)	2.5	7	-5	-14	-5	-6	1	5	18
CCCS(=O)(=O)NC(=O)C1(C)CCN(C(=O)c2cccc(C)c2C)C1 (stereo not drawn)	0.9	0	2	.	.	-15	-1	-10	16
CCCCC1C2C(=O)N(c3ccccc3)C(=O)C2ON1c1ccccc1 (stereo not drawn)	0.0	2	-5	-31	-3	7	4	-18	-18
COc1ccc2oc(-c3ccc(C)c(NC(=O)CSc4ccc(Cl)cc4)c3)nc2c1	3.6	.	-4	-19	-4	2	.	10	6
COc1ccc(NS(=O)(=O)c2cn(C)c(=O)n(C)c2=O)cc1	14	-2	-2	-7	-2	3	-9	-12	11
COc1ccc(C(=O)OCC(=O)NCc2cccs2)c(OC)c1OC	0.5	2	-2	-16	-8	-10	7	-4	-7
O=C(O)CSc1ncnc2nc[nH]c12	0.0	4	-4	2	0	-2	-6	3	3
O=C1CCCN1CN(C(=O)c1ccccc1)c1ccccc1	0.2	5	-1	-7	1	-13	-8	14	2
C[S+](CC[C@H](N)C(=O)O)C[C@H]1O[C@@H](n2cnc3c(N)ncnc32)[C@H](O)[C@@H]1O (stereo partly drawn)	-0.2	.	-4	1	-11	0	.	-19	19
CCOc1ccc(C2C(C#N)=C(N)Oc3cc(C)n(Cc4ccco4)c(=O)c32)cc1OC (stereo not drawn)	-0.1	-2	-1	-1	5	5	4	-5	-3
CSc1nnc(-c2ccccc2Cl)o1	-0.3	5	-3	4	-6	2	-20	7	-2
Cc1[nH]n(-c2ncc(-c3ccc(Cl)cc3)s2)c(=O)c1C(c1ccc(Cl)cc1)C(C#N)C#N (stereo not drawn)	0.2	.	-2	-4	3	-8	.	6	0
COCC(C)n1c(SCC(=O)NC(=O)Nc2ccc3c(c2)OCCO3)nc2ccccc2c1=O (stereo not drawn)	0.6	0	-7	-15	0	-14	-12	4	-4
COC(=O)c1cccc(NC(=O)CCNC(=O)c2ccc([N+](=O)[O-])cc2)c1	1.9	1	-6	-12	-8	-7	-2	-5	23
CCC(C)[C@H](N)c1nnc(SCc2cccc(F)c2)o1 (stereo partly drawn)	0.4	1	-5	-10	-5	3	6	22	-9
COc1ccc(Cl)c(-c2cc(C(=O)NCc3ccc(C(F)(F)F)cc3)[nH]n2)c1	5.9	22	10	.	.	2	63*	-10	9
COC(=O)c1ccc(CSc2nnc(-c3ccc4c(c3)OCO4)n2-c2ccccc2)o1	1.6	-2	-8	-17	-11	-9	13	-5	11
Cc1cccc(C(=O)NNC(=O)c2ccccc2C)c1	0.1	6	-4	2	-14	3	-19	-10	-4

The list goes on; it opens with the 2 that closed the last part.
SMILES	CHO-K1 Ca ag	TAAR1 ag	CHRM1 agonist	CHO parental Ca	OXTR potentiate	CHO-K1 Ca antag	TAAR1 antagonist	M1 antag	M1 PAM parental
COC(=O)c1ccc(CSc2nnc(-c3ccc4c(c3)OCO4)n2-c2ccccc2)o1	1.6	-2	-8	-17	-11	-9	13	-5	11
Cc1cccc(C(=O)NNC(=O)c2ccccc2C)c1	0.1	6	-4	2	-14	3	-19	-10	-4
CCc1nc2ccc(C(=O)NC3CCN(Cc4ccccc4)CC3)cn2c1N(C)CCN1CCOCC1	-0.2	0	-8	.	.	-6	-1	4	17
CCN(CC)S(=O)(=O)c1cccc(S(=O)(=O)N2CCCCC2)c1	1.6	16	-4	-10	-4	-3	4	2	13
O=C(COC(=O)/C=C/c1ccc(S(=O)(=O)N2CCOCC2)cc1)NCc1ccccc1	3.8	2	-4	-13	0	-18	-10	-7	7
CC1CCN(CCOCCOc2ccccc2-c2ccccc2)CC1	13	6	-11	-10	-9	-9	15	5	25
CCN(CC(=O)NCc1cccs1)S(=O)(=O)c1ccccc1Cl	0.5	1	-1	-13	-5	-1	-10	-8	-3
O=C(Nc1cccc(NC(=O)c2ccc(Br)o2)n1)c1ccc(Br)o1	0.0	2	-4	8	-6	-11	4	-14	22
COc1cccc(CC(=O)Nc2cc(C(F)(F)F)ccc2N2CCCC2)c1	-0.4	0	-3	-8	1	10	-37	-7	-12
CSCC[C@@H](CO)NC(=O)[C@H]1O[C@@H](n2ccc(N)nc2=O)[C@H](O)[C@@H]1O	1.1	1	0	.	.	-29	-5	-21	24
Cc1ccc(NC(=O)Nc2nc3ccc(S(C)(=O)=O)cc3s2)cc1	0.1	19	-1	.	.	7	14	-7	0
CN(C)/N=C/c1ccc(Sc2ccccc2[N+](=O)[O-])o1	0.2	0	-11	2	0	-1	5	-1	26
COC(=O)C1CCN(C(=O)COC(=O)/C=C/c2ccc(O)c(OC)c2)CC1	0.2	9	6	-5	3	20	-10	25	-18
COc1cccc(C(=O)NCC2CCCN(C3CCCCC3)C2)c1OC (stereo not drawn)	0.4	-1	-6	.	.	-15	-11	-8	22
CCc1ccccc1NC(=O)N1CCC(NC(=O)C(Cc2ccccc2)NC(C)=O)CC1 (stereo not drawn)	-0.1	3	-10	-13	-1	-14	-13	-12	-5

Assay outcomes as filed in PubChem.
